Vif-APOBEC3F blk: Vif-A3F binding inhibition. Potency, µM (doses to about 46.1 µM), for the others: at the top dose activity, negative = active. 390,000 compounds, 0.2% hits. HeLa A3F-eYFP + Vif (tagged APOBEC3F with the HIV-1 protein that degrades it), YFP fluorescence increase. AID 602313; note: potency is the fitted concentration of half-maximal effect; % of control where 0% means no effect; nearly all actives have a fitted effect of over 65% in size
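Fluorescence increase (Ex 488/Em 500-530) after overnight compound treatment at 37 deg C flags inhibition of Vif-driven A3F-eYFP loss in stable HeLa A3F-eYFP/Vif cells seeded overnight beforehand.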
Glioma ERSR ind: induces the endoplasmic reticulum stress response in human glioma cells; U87-MG GRP78 promoter luciferase reporter, 16 h; Potency, µM, inactives show at the top dose activation, actives largely listed as activators; 420,000 compounds, 0.02% hits; AID 602332; note: potency is the fitted concentration of half-maximal effect; series mostly up to about 76 µM; % of control where 0% means no effect; nearly all actives have a fitted effect of over 35% in size
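ERSR induction read as luciferase luminescence (Bright-Glo, 10 min at room temperature) in stably transfected human U87-MG glioma cells exposed to compounds for 16 h, using GRP78 as sensor.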
USP1 inh: inhibitors of human USP1/UAF1 deubiquitinase; O94782; recombinant USP1/UAF1, Ub-Rhodamine cleavage fluorescence; Potency, µM (titrated, usually from 57.1 µM), without a hit: at the highest dose activity change, negative = inhibition, hits mostly inhibitors; 390,000 compounds, 0.23% hits; AID 743255; note: potency is the fitted concentration of half-maximal effect; % is set by controls: 0 for no effect and ±100 for the full control effect; nearly all actives have a fitted effect of over 60% in size; inactives centre near -12
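In this screen, compounds sit with the deubiquitinase complex (1nM) for 15 min at room temperature before Ub-Rho is added at 150nM final. Fluorescence rise is then followed for 6 reads every 60 seconds.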
TrxR1 substrate: is turned over as a substrate by rat TrxR1; O89049; 390,000 compounds, 0.01% hits; purified TrxR1 substrate turnover, NADPH consumption readout; AID 588456; Potency, µM (series often up to 114 µM), for inactives: at the top dose activity change, negative = substrate turnover; note: potency is the fitted concentration of half-maximal effect; % is set by controls: 0 for no effect and ±100 for the full control effect; nearly all actives have a fitted effect of over 50% in size
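Rat TrxR1, dispensed at 90 nM, was prereduced with 400 uM NADPH (final) for 5 min at ~22 deg C, then incubated with compound 15 min before 400 uM selenite. A first-read NADPH fluorescence drop versus no-compound background flagged substrates.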
PI4K2A block: PI4K2A (human) kinase inhibition. 420,000 compounds, 0.13% hits. Q9BTU6. AID 1346378. purified PI4K2A, ADP-Glo luminescence, 1 h; active compounds read low. activity change, negative = inhibition, % at 76.9 µM; in the data active = activity change below about -50%; inconclusive = mostly about -30% to -49%;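 note: -100% = wells without enzyme as full effect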
Target sequence (Q9BTU6 whole entry, looked up): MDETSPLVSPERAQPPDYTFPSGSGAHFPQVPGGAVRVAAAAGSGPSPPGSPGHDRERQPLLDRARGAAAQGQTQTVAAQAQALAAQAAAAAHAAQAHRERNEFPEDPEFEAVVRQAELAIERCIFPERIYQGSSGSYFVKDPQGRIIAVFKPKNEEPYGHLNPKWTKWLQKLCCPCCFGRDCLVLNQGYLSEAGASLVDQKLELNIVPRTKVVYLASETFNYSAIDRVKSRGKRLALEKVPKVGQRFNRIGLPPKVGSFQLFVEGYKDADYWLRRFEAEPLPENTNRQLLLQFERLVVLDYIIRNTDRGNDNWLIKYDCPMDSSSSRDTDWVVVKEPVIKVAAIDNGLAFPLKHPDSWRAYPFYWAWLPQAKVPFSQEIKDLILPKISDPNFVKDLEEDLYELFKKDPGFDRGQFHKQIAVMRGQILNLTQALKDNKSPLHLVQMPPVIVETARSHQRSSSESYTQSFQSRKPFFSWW
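PI4K2A activity was measured by ADP-Glo luminescence: enzyme (4 ug/mL stock) and phosphatidylinositol (1.2 mM stock) in Tris pH 7.5/MgCl2/EGTA/Triton X-100 buffer were reacted with ATP (300 microM stock) for one hour at ambient temperature.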
Vif-A3G inh: blocks the Vif interaction with human APOBEC3G; Q9HC16; Potency, µM (highest dose often 46.1 µM), without a hit: at the highest dose activity, negative = active, actives largely listed as inhibitors; HeLa A3G-eYFP + Vif (tagged APOBEC3G with the HIV-1 protein that degrades it), YFP fluorescence, overnight; 410,000 compounds, 0.076% hits;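 note: potency is the fitted concentration of half-maximal effect; % is set by controls: 0 for no effect and ±100 for the full control effect; nearly all actives have a fitted effect of over 60% in size; hits raise eYFP signal because A3G escapes Vif-driven loss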
Target sequence (Q9HC16 whole entry, looked up): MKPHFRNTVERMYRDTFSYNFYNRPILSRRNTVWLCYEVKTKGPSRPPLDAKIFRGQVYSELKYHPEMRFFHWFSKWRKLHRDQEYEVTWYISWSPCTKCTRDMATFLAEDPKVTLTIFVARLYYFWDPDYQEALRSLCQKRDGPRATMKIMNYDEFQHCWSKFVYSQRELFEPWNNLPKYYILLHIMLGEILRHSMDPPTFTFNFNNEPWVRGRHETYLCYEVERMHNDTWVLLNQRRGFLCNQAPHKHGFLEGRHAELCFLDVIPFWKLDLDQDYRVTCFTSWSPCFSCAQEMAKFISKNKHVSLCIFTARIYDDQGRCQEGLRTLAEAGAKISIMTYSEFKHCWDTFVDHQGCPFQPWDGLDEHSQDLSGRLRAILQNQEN
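HeLa cells stably expressing Vif and C-terminally eYFP-tagged A3G, seeded overnight at 37 deg C, then exposed to compound by pintool overnight at 37 deg C. Rise in yellow fluorescence (Ex 488/Em 500-530, Acumen) marks blocked Vif-driven A3G degradation.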
IDH1 R132H inh: human IDH1 R132H inhibition | IDH1-R132H enzyme, NADPH consumption, diaphorase/resazurin fluorescence | Potency, µM (series often up to 76.6 µM), without a hit: top-dose activity change, negative = inhibition, hits mostly inhibitors | 390,000 compounds, 0.093% hits; note: potency is the fitted concentration of half-maximal effect; % is set by controls: 0 for no effect and ±100 for the full control effect; nearly all actives have a fitted effect of over 65% in size
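IDH1-R132H (0.5 ug/mL dispensed) in pH 7.5 Tris buffer was preincubated 30 min with compound, then given a substrate mix of 0.016 mM NADPH and 2 mM alpha-KG for 80 min at room temperature; remaining NADPH was read by diaphorase/resazurin fluorescence.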
RXFP1 ag: RXFP1 (human) receptor agonism. HEK293T-RXFP1 cAMP TR-FRET, 30 min; response scale: percent of porcine relaxin response, buffer zero. 370,000 compounds, 0.3% hits. AID 2676. Potency, µM (highest dose often 57.5 µM), for inactives: at the highest dose activation, hits mostly activators. Q9HBX9; note: potency is the fitted concentration of half-maximal effect; % is set by controls: 0 for no effect and ±100 for the full control effect; nearly all actives have a fitted effect of over 60% in size; many of its hits are not listed in these tables
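cAMP rise read by TR-FRET after 30 min, 37C compound exposure (up to 58 uM) in RXFP1-transfected HEK293 cells with Ro 20174 present. EC50 from Hill-equation fits, with 29 nM porcine relaxin as 100% and buffer as basal.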
LDHA block: inhibitors of human lactate dehydrogenase A | P00338 | purified LDHA, NADH/diaphorase-resazurin fluorescence; active compounds read low | activity change, % (values are at about 110 or 230 µM) | 480,000 compounds, 0.15% hits; in the data active = activity change below about -30%; inconclusive = mostly about -25% to -30%;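 note: plate controls were DMSO wells for no effect and wells without enzyme for full effect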
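Remaining NADH was detected by diaphorase (0.133 mg/mL) converting 37 µM resazurin to fluorescent resorufin, read at 0 and 20 minutes. The preceding 5-minute room-temperature reaction used 2 nM LDHA, 0.2 mM sodium pyruvate and 0.06 mM NADH at pH 7.4.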
An asterisk follows results filed as active; u = inconclusive; x = no result given; & = joins results of further samples; [ ] = dose if it differs, or a comment. Unless noted, calls come from the whole dose curve; as a rule, active = well fitted curve in the direction sought with a large enough effect; inconclusive = small, poorly fitted or top-dose-only effect, or another doubt; inactive = no such curve, though single readings can be large; an effect the other way counts as inactive or inconclusive.

SMILES | Vif-APOBEC3F blk | Glioma ERSR ind | USP1 inh | TrxR1 substrate | PI4K2A block | Vif-A3G inh | IDH1 R132H inh | RXFP1 ag | LDHA block
CC(=O)Nc1c(C)ccc([N+](=O)[O-])c1C | -10% | -3% | -22% | -7%[2.29 µM] | -2 | 0% | 5% | x | -9
O=C(C1CCCCC1)N1CCc2ccccc21 | 16% | -2% | -12% | 0% | -3 | 6% | -7% | -0.6% | -16
COC(=O)c1c(NC(=O)C(=O)NCC2CCCO2)sc2c1CC(C)(C)OC2 (configuration not stated) | -3% | 2% | -5% | -8% | 2 | 5% | 12% | 2.0% | -2
CCN(CC)S(=O)(=O)c1ccc2c(c1)N(CC(=O)N1CCN(c3cccc(C)c3)C(C)C1)C(=O)CO2 (configuration not stated) | -2% | -2% | -23% | 8%[57.1 µM] | 1 | -3% | -3% | 1.2% | -1
O=C(COc1ccccc1Cl)N1CCN(c2ccc([N+](=O)[O-])c(N3CCCCC3)c2)CC1 | 8% | -3% | -13% | 4% | -2 | 2% | 1% | 0.8% | 0
Cc1ccc(NC(=O)/C=C/c2ccc3c(c2)OCO3)cc1S(=O)(=O)N1CCOCC1 | -2% | -4% | -11% | -1% | 9 | -8% | 0% | 2.8% | -1
COc1cc(/C=C\C(=O)OCn2nnc3ccccc3c2=O)cc(OC)c1OC | -6% | 5% | -2% | -1%[57.1 µM] | 0 | 5% | 1% | 1.2% | -7
CCC(C(=O)N1CCc2cc(OC)c(OC)cc2C1)c1ccccc1 (configuration not stated) | -5% | -1% | -22% | 17%[57.1 µM] | -1 | -10% | 12% | 0.8% | 19
Cc1ccn2cc(-c3cccc(NC(=O)c4ccccc4)c3)nc2c1 | -9% | 4% | -21% | 6% | -2 | -7% | 2% | 0.6% | -7
CC1(C)Cc2c(cnn2-c2ccc(F)cc2)C(NC(=O)CCC(F)(F)F)C1 (configuration not stated) | 9% | 3% | -21% | 7%[57.1 µM] | -19 | 0% | 2% | 2.9% | -5
O=C(NCCc1ccccc1)c1nc(-c2cccs2)no1 | 3% | 0% | -3% | 11%[57.1 µM] | -1 | -8% | 14% | -0.1% | -7
O=[N+]([O-])c1ccc(NC(=S)N2CCN(S(=O)(=O)c3ccccc3)CC2)cc1 | -7% | -5% | 0% | -8% | -2 | 6% | -4% | 0.1% | -8
NS(=O)(=O)c1ccc(CCNC(=O)Cc2ccc(S(=O)(=O)N3CCOCC3)s2)cc1 | -4% | -2% | -21% | -8% | 2 | 1% | 8% | 1.9% | 0
O=C(NC1CC1)c1ccc2c3c(cccc13)CC2 | -2% | 2% | -9% | -3% | 2 | -1% | 2% | -0.9% | -8
CCCCN1C(=O)/C(=C(/C#N)C(N)=O)c2ccccc21 | -9% | -1% | -13% | -6% | -1 | 0% | 8% | 0.1% | 10
CC(C)C(NS(=O)(=O)c1cccc2nsnc12)C(=O)N1CCc2ccccc2C1 (configuration not stated) | -8% | -3% | -11% | 5% | 7 | -4% | 4% | 0.2% | -9
COc1ccc(NC(=O)CCC(=O)Nc2nnc(C3CCCCC3)s2)cc1 | -1% | -1% | -19% | 2% | 0 | 4% | -13% | 2.9% | -7
CCCSc1ncc(Cl)c(C(=O)Nc2ccc(S(=O)(=O)Nc3ncccn3)cc2)n1 | u | 0% | -8%&3% | 8%&3% | -5&-2 | 2% | 11% | 0.5%&9.9% | -4&-8
CCn1c(CCc2ccccc2)nnc1SCC(N)=O | -2% | -5% | -10% | 2% | 1 | -1% | -20% | 0.6% | -6
COc1ccc(OCc2nc3ccccc3n2Cc2ccc(C(C)(C)C)cc2)cc1 | -10% | 9% | -14% | 9% | -14 | 0% | 0% | 5.1% | 2
CCCCc1nc2cc(C(=O)N3CCC(O)CC3)ccc2o1 | 1% | -5% | -7% | -1% | 2 | 0% | -2% | -2.1% | -1
CCNC(=S)NC1CC2CCC(C1)N2Cc1ccccc1 (configuration not stated) | -18% | -5% | -15% | 8% | 0 | -2% | -2% | -1.7% | 3
COc1cccc(/C=N\NS(=O)(=O)c2ccccc2)c1OC | 2% | -5% | -22% | 3% | 2 | 0% | -1% | -3.9% | -4
Cc1ccc(OCC(=O)Nc2cc(-c3nc4cc(Cl)ccc4o3)ccc2C)c(C)c1 | x | 1% | x | 1% | x | -1% | x | x | -5
COC(=O)C1CCN(S(=O)(=O)c2ccc(NC(C)=O)cc2)CC1 | 6% | -3% | -8% | -9% | 4 | 2% | 5% | -0.6% | -5
CCOC(=O)N1CCC(n2c(SCC(=O)Nc3nccs3)nc3ccsc3c2=O)CC1 | 0% | -3% | -5% | 0% | -3 | 0% | 0% | 2.2% | -9
O=c1oc2ccc(Cl)cc2cc1-c1cn2c(n1)sc1ccccc12 | -13% | -3% | -22% | -3%[57.1 µM] | 7 | 3% | -20% | -3.6% | -8
CC(C)CC(NS(=O)(=O)c1ccc2c(c1)oc(=O)n2C)C(=O)NC1CCCc2ccccc21 (configuration not stated) | -10% | -1% | -21% | 3% | -3 | -3% | -3% | 0.3% | -14
NC1=NC2(CCCCC2)n2c(nc3ccccc32)N1 | -5% | -4% | -15% | 12%[57.1 µM] | -2 | 0% | 0% | 0.1% | -5
CCCC(=O)NC(=S)Nc1sc2c(c1C(N)=O)CCC2 | 1% | 3% | -22% | 1% | -6 | 2% | 2% | -0.3% | 0
COc1ccc(C(=O)COC(=O)c2ccc3ccccc3n2)cc1 | -5% | 1% | -10% | -8%[11.4 µM] | 3 | -2% | 10% | 2.2% | -2
COc1ccc(NC(C)=O)cc1NC(C)C(=O)Nc1cccc(S(=O)(=O)N2CCOCC2)c1 (configuration not stated) | -33% | -2% | -20% | 2% | 2 | 0% | -2% | 1.3% | 4
CCOC(=O)c1ccc2c(c1)nc(-c1ccc(F)cc1)c1nccn12 | 3% | -2% | -11% | 4% | 5 | -13% | -12% | 1.7% | -7
CC(C)CN1Cc2ccccc2Oc2cc(Br)ccc2S1(=O)=O | 5% | -1% | -21% | -4% | -2 | -1% | -6% | x | -6
Nc1cc(N)[nH]c(=S)n1 | x | -3% | x | -6% | x | 4% | x | x | 5
CNC(=O)CC(=O)Nc1ccccc1C(=O)O | 1% | -2% | -9% | 12%[57.1 µM] | 3 | 0% | 0% | -1.0% | -11

Some of these compounds in order of number of heavy atoms, lowest first:
SMILES | Vif-APOBEC3F blk | Glioma ERSR ind | USP1 inh | TrxR1 substrate | PI4K2A block | Vif-A3G inh | IDH1 R132H inh | RXFP1 ag | LDHA block
Nc1cc(N)[nH]c(=S)n1 | x | -3% | x | -6% | x | 4% | x | x | 5
CNC(=O)CC(=O)Nc1ccccc1C(=O)O | 1% | -2% | -9% | 12%[57.1 µM] | 3 | 0% | 0% | -1.0% | -11
CCOC(=O)c1ccc2c(c1)nc(-c1ccc(F)cc1)c1nccn12 | 3% | -2% | -11% | 4% | 5 | -13% | -12% | 1.7% | -7

The list goes on:
SMILES | Vif-APOBEC3F blk | Glioma ERSR ind | USP1 inh | TrxR1 substrate | PI4K2A block | Vif-A3G inh | IDH1 R132H inh | RXFP1 ag | LDHA block
CCOc1ccc(NC(=O)Cn2c(=O)cc(C)c3c(C)nn(-c4cccc(Cl)c4C)c32)cc1 | 1% | -4% | u | 1%[57.1 µM] | 2 | 6% | 6% | 9.3% | 0
CC1CCCCC12NC(=O)N(CC(=O)Nc1ccccc1F)C2=O (configuration not stated) | -20% | -1% | 3% | -1% | -6 | 1% | -3% | -0.6% | -1
CC1=C(C(=O)OCC2CCCO2)C(c2coc3ccccc3c2=O)C2=C(CCCC2=O)N1 (configuration not stated) | 1% | -4% | -15% | 4% | 10 | 3% | 18% | u | 0
COc1ccc(OC)c(NC2c3ccccc3C(=O)N2Cc2ccc3c(c2)OCO3)c1 (configuration not stated) | 5% | -2% | -2% | -1%[57.1 µM] | -8 | 1% | 4% | 0.3% | 7
Cc1cc(NC(=O)CCC(=O)N(c2ccccc2)C(C(=O)NC2CCCC2)c2cccs2)no1 (configuration not stated) | 5% | -3% | -11% | 9%[57.1 µM] | 1 | 1% | -3% | -1.7% | -1
O=C(CN(Cc1ccco1)Cc1cccs1)N1CCN(S(=O)(=O)c2cccc(F)c2)CC1 | 0% | -5% | -13% | 0% | -10 | 13% | -4% | 3.3% | 1
Cc1cc(NC(=O)NC(C(F)(F)F)C(F)(F)F)no1 | 9% | -7% | -14% | -3% | 0 | 7% | -16% | -4.5% | -9
COc1ccc(C(=O)c2cnc[nH]2)cc1OC | 0% | -2% | -2% | -9% | 2 | 0% | -2% | -2.6% | -1
c1ccc(-c2[nH]ncc2CN2CCc3ccccc3C2)cc1 | 4% | 6% | -8% | -7%[57.1 µM] | 1 | 0% | 5% | 4.5% | -1
CCOc1cc(C#N)ccc1OCC(=O)N1CCN(C(=O)c2cccs2)CC1 | -15% | 0% | -16% | -2% | -1 | 3% | 5% | 0.4% | -8
O=C1Nc2ccccc2Oc2cc(Oc3ccccc3)ccc21 | x | -2% | 6% | -3%&2% | -3 | -8% | x | -3.3% | -1&3
CCCCN(C)C(=O)c1c[nH]c2ccc(S(=O)(=O)N3CCOCC3)cc2c1=O | 4% | -2% | -24% | 21% | 2 | 1% | 0% | 0.3% | -1
c1coc(-c2nnc(-c3cccs3)o2)c1 | -6% | 3% | -22% | 258%[activator] | -2 | -3% | 0% | 2.0% | -2

Assay outcomes as filed in PubChem BioAssay.

Some of the compounds tested, so the mix of outcomes need not match the whole.
